Assay outcomes from PubChem.
KDM5B inhibitor: blocks human KDM5B histone demethylase activity; KDM5B demethylase, FDH-coupled NADH fluorescence (FDH is formaldehyde dehydrogenase); Potency, µM (titrated, usually from 57.7 µM), inactives show top-dose activity change, negative = inhibition, most hits filed as inhibitors; 2.6% of 220,000 active; active = well fitted inhibition curve with a large enough effect; inconclusive = small, poorly fitted or top-dose-only effect; inactive = no such curve, though single readings can be large or run the other way; note: 0% is about no effect; nearly all actives have a fitted effect of over 70% in size
Target sequence (Q9UGL1 whole entry, looked up): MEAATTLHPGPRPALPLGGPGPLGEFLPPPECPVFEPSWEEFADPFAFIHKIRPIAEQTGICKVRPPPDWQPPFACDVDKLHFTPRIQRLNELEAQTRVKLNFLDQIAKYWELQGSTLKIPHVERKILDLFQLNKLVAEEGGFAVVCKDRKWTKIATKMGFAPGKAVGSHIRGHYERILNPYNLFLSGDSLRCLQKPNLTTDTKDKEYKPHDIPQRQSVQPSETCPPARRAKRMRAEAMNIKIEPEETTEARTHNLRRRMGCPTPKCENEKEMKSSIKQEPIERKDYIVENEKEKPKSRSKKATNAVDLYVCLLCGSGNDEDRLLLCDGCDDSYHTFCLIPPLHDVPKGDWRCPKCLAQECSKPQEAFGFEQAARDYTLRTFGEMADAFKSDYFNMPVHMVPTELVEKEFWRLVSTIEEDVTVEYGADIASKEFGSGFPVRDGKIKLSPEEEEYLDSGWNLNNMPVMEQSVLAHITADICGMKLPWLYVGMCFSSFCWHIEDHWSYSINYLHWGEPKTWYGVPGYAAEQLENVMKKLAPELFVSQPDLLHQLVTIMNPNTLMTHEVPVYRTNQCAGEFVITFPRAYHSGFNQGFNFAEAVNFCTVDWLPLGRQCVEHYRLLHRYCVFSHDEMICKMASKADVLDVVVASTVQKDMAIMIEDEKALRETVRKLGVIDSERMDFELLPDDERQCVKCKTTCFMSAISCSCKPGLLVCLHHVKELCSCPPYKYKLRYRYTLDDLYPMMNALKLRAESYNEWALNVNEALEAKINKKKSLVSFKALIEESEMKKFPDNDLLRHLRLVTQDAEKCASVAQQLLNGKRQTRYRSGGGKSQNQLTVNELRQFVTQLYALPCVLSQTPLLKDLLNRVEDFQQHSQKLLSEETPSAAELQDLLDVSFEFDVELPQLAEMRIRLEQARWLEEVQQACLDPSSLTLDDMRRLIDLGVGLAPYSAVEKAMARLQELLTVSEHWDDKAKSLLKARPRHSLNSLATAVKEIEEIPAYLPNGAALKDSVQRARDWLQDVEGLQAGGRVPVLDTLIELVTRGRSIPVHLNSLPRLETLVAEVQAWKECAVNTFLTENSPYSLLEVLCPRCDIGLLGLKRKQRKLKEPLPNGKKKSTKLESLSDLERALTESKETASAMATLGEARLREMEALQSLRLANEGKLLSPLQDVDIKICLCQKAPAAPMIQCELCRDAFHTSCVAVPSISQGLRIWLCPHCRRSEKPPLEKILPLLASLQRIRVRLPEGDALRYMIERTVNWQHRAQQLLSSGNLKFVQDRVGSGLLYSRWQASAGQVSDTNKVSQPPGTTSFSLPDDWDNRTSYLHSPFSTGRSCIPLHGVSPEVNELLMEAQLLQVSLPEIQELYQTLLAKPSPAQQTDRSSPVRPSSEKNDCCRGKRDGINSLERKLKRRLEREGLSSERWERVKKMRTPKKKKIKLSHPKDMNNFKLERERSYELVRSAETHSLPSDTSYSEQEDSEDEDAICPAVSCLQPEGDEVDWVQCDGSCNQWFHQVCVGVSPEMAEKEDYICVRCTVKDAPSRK
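qHTS format, multiple compound concentrations. Buffer 50 mM HEPES pH 7.5/0.01% Tween-20; 200 nM KDM5BΔAP final; 10 min compound preincubation; substrate-mix levels 12.5 µM peptide, 25 µM α-KG, 0.25 mM NAD⁺; 30 min RT; ΔRFU.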
Numbers without * were called inactive; ? = inconclusive; & = joins results of further samples; [ ] = dose if it differs, or a comment. Potency is the fitted concentration of half-maximal effect.

SMILES	KDM5B inhibitor
Cc1ccc(-c2noc([C@@H]3C[C@H](NC(=O)Nc4cccc(F)c4)CN3C)n2)cc1	15.6%[86.2 µM]
O=C(O)c1ccc(CN2Cc3[nH]cnc3C[C@H]2c2nc(-c3ccncc3)no2)cc1	?
CCC1CCCCN1C(=O)Cn1cnc2c1c(=O)n(C)c(=O)n2C (stereo not drawn)	-15.2%
COc1ccc(NC(=O)C(=O)NCC(c2cccnc2)N2CCc3ccccc32)cc1OC (stereo not drawn)	25.2%
COc1ccc(-c2c(C)oc3c(C)c(OCCN4CCCCC4)ccc3c2=O)cc1	-2.0%
CCOC(=O)c1ccccc1NC(=O)c1cnc(N2CCOCC2)c2ccccc12	?
O=C(CCCn1c(=O)c2cccn2c2cccnc21)NCCc1ccc(Cl)cc1	?
COc1ccc(Oc2c(C)oc3cc(OC(=O)c4ccco4)ccc3c2=O)cc1	-12.1%
O=C(Nc1ccc([C@@H](O)[C@H]2COCC(=O)N2Cc2ccccn2)cc1)c1ccccc1	20.8%[86.2 µM]
O=C(NC1CC1)c1ccccc1OCC1CCCN(Cc2ccc3c(c2)CCO3)C1 (stereo not drawn)	12.9%
CCC(=O)N1CCC(CC(=O)N2CCOCC2)C1 (stereo not drawn)	8.1%
O=C(NCCCN1Cc2ccccc2C1)c1cccc(C2CCCNC2)c1 (stereo not drawn)	-9.3%
COc1ccc(C(=O)N2CCCC3(CC(c4ccccn4)=NO3)C2)cc1 (stereo not drawn)	16.0%[115 µM]
CSc1ccc(CCNC(=O)c2cc3c(-c4ccccc4F)nn(C)c3s2)cc1	?
CNC(=O)c1c(NC(=O)/C=C/c2ccccc2Cl)sc2c1CCC2	-29.3%
O=C1CCC2(CCCN(c3ncccc3F)C2)CN1Cc1ccncc1 (stereo not drawn)	?
CC(C)SCC(=O)N1CCC2(CC1)CC(c1ccccc1)C(=O)N2C (stereo not drawn)	1.3%
Fc1ccc(-c2cn3cc(Cc4ccc(Cl)cc4)sc3n2)cc1	-23.3%
CC(Sc1ccc(Br)cn1)C(=O)Nc1cccc(Br)c1 (stereo not drawn)	-1.2%
Fc1ccc(OC2CN(CC3CCCCC3)C2)c(F)c1	-2.5%[149 µM]
CCN(CC)C(=O)CNC(=O)c1cc2ccccc2c(OC)n1	-21.5%
OC[C@H]1O[C@@H](Oc2ccc3cc(Br)ccc3c2)[C@H](O)[C@@H](O)[C@H]1O	-7.7%
CCOc1ccccc1NC(=O)N1CC(CC)Oc2ccccc21 (stereo not drawn)	-7.4%
NS(=O)(=O)c1ccc(NC(=O)CCC(=O)c2cccs2)cc1	19.0%
CC(C)n1cnc2nc(CSc3ccc(NC(=O)c4cccc(F)c4)cc3)cc(=O)n21	9.7%

A stretch of the results above, as a working copy:
SMILES	KDM5B inhibitor
COc1ccc(NC(=O)C(=O)NCC(c2cccnc2)N2CCc3ccccc32)cc1OC (stereo not drawn)	25.2%
COc1ccc(-c2c(C)oc3c(C)c(OCCN4CCCCC4)ccc3c2=O)cc1	-2.0%
CCOC(=O)c1ccccc1NC(=O)c1cnc(N2CCOCC2)c2ccccc12	?
O=C(CCCn1c(=O)c2cccn2c2cccnc21)NCCc1ccc(Cl)cc1	?
COc1ccc(Oc2c(C)oc3cc(OC(=O)c4ccco4)ccc3c2=O)cc1	-12.1%
O=C(Nc1ccc([C@@H](O)[C@H]2COCC(=O)N2Cc2ccccn2)cc1)c1ccccc1	20.8%[86.2 µM]
O=C(NC1CC1)c1ccccc1OCC1CCCN(Cc2ccc3c(c2)CCO3)C1 (stereo not drawn)	12.9%
CCC(=O)N1CCC(CC(=O)N2CCOCC2)C1 (stereo not drawn)	8.1%
O=C(NCCCN1Cc2ccccc2C1)c1cccc(C2CCCNC2)c1 (stereo not drawn)	-9.3%
COc1ccc(C(=O)N2CCCC3(CC(c4ccccn4)=NO3)C2)cc1 (stereo not drawn)	16.0%[115 µM]
CSc1ccc(CCNC(=O)c2cc3c(-c4ccccc4F)nn(C)c3s2)cc1	?
CNC(=O)c1c(NC(=O)/C=C/c2ccccc2Cl)sc2c1CCC2	-29.3%
O=C1CCC2(CCCN(c3ncccc3F)C2)CN1Cc1ccncc1 (stereo not drawn)	?
CC(C)SCC(=O)N1CCC2(CC1)CC(c1ccccc1)C(=O)N2C (stereo not drawn)	1.3%
Fc1ccc(-c2cn3cc(Cc4ccc(Cl)cc4)sc3n2)cc1	-23.3%
CC(Sc1ccc(Br)cn1)C(=O)Nc1cccc(Br)c1 (stereo not drawn)	-1.2%

The list continues.
SMILES	KDM5B inhibitor
O=C(Nc1ccc2c(c1)CCC2)c1cc(-c2ccncc2)nc2ccc(Br)cc12	21.4%
O=C(Cc1cccs1)N(Cc1cccnc1)C1CC1	-13.4%
Cc1cc2[nH]c(=O)c(=O)[nH]c2cc1S(=O)(=O)N1CCN(c2cccc(C(F)(F)F)c2)CC1	-22.5%
COC(=O)c1sccc1NC(=O)N1CCCC1c1noc(COc2ccc(F)cc2)n1 (stereo not drawn)	31.6µM*
CCOCc1cc(CN2CCN(c3ccccc3OC)CC2)c(O)c2ncccc12	-24.5%
CCC(C)NCc1ccc(C)cc1 (stereo not drawn)	28.6%
CCOc1ccccc1CN1C(=O)C2(CCOCC2)CC1c1nnnn1C(C)(C)C (stereo not drawn)	-21.4%
CCCCCn1c(-c2cccc(C)c2)nc2ccccc21	?
COc1cccc(C(=O)N2CCC(CC(=O)NCc3ccccc3)C2)c1OC (stereo not drawn)	-7.0%
COc1ccc(C(=O)/C(C#N)=C\c2ccccc2C(F)(F)F)cc1	?
CN(C)C[C@@H]1CN(c2ncccn2)C[C@H]1NC(=O)Cc1ccc(F)cc1	28.2µM*
CCn1ncc(N2CCC(NC(=O)c3cccc(N(C)C)c3)CC2)cc1=O	-23.9%
Cc1cccc(OCCN(C)C(C)c2nc3ccccc3c(=O)[nH]2)c1 (stereo not drawn)	-3.3%
Cc1ccc(-n2nnnc2SCC#N)cc1	28.4%
O=C1NNC(c2ccccc2)=N/C1=C\c1ccccc1	-2.2%
Cc1oc(-c2ccc(C(=O)Nc3ccccc3F)cc2)nc1COc1ccccc1	?
CCCCN(C)S(=O)(=O)c1cc(-c2nc(-c3cccc(F)c3)no2)sc1C	14.3%
CC(=O)c1ccccc1OCc1ccccc1C	-24.6%
CC(CCc1ccco1)NC(=O)c1ccc(Cl)c(S(C)(=O)=O)c1 (stereo not drawn)	167.2%[activator]
O=C(Nc1ccnn1Cc1ccccc1)c1cc(=O)c2ccc(Br)cc2o1	-0.8%
CCC(=O)Nc1ccc2nc(SCc3ccc(F)cc3)sc2c1	-9.6%
O=C(Nc1ccc2nc[nH]c(=O)c2c1)c1ccc(Br)cc1	-5.4%
Cc1ccccc1N1Cc2c(NCc3cccnc3)ncnc2N(C)CC1=O	-1.9%
CCOc1ccccc1N(C)C(=O)c1c2c(nc3ccccc13)C(=O)N(C1CCCCC1)C2	-12.5%
NC(=O)NC(=O)CSc1ccc2ccccc2n1	19.3%

(continued)
SMILES	KDM5B inhibitor
CC(=O)Nc1ccc(NC(=O)c2cc(=O)c3ccccc3o2)cc1	3.7%&-11.7%
O=C(Cn1ccn2nc(-c3ccccc3)c(CO)c2c1=O)Nc1ccc(F)c(F)c1	?
Cc1cccc(NC(=S)NC2CCCCC2C)c1 (stereo not drawn)	-3.7%
COC(=O)C1CN(Cc2ccc(F)cc2)CCS(=O)(=O)N1Cc1ccc(Cl)cc1 (stereo not drawn)	11.6%
Cn1ccnc1C(=O)N1CCCC(c2nc(-c3cccnc3)no2)CCNC(=O)CC1 (stereo not drawn)	1.9%
CCOC(=O)C1(Cc2ccccc2F)CCCN(C(=O)C2=C(C)OCCO2)C1 (stereo not drawn)	20.2%
COc1cc(NC(=O)COc2ccc3c(C)c(C)c(=O)oc3c2)cc(OC)c1OC	?
CS(=O)(=O)N1CCC(Cc2ccc(C(N)=O)cc2)CC1	-10.2%
COCCNC(=O)c1cn2ccnc(-c3ccc(OC)cc3)c2n1	20µM*
CCn1ncc(NC(=O)Cn2ncc3cc(-c4cccc(F)c4F)ccc32)n1	?
CCc1ccc(-c2cc(C)no2)cc1S(=O)(=O)NCc1ccco1	-26.2%
CCCCn1c(=O)n(CCC#N)c(=O)c2c1nc(CO)n2CCC	11.6%
Cc1[nH]c2ccc(C(C)C)cc2c1CC(=O)O	5.0%
O=C(O)CNC(=O)c1cc(-c2ccccn2)nc2ccccc12	-7.7%
CC(=O)Nc1cccc(NC(=O)c2cccc3c(=O)c(C)c(-c4ccccc4)oc23)c1	3.2%
COc1ccccc1CN(C)C(=O)Cn1c(=O)n(C)c2ccccc21	5.0%
CCN1CCN(C(=O)C2CCc3ncc(-c4ccc(F)cc4)n3C2)CC1 (stereo not drawn)	-18.9%
CC(C)CCNC(=S)NCc1ccco1	?
CCc1ccc2c(c1)NC(c1ccc(F)cc1)=NC(c1ccncc1)=N2	6.4%
O=C(CCCn1cncn1)N1CCCC(CCc2ccccc2C(F)(F)F)C1 (stereo not drawn)	0.9%
O=C(CN1C(=O)NC(c2ccccc2Cl)C2=C1COC2=O)NCc1ccc2c(c1)OCO2 (stereo not drawn)	-5.0%
Cc1cc(Cl)ccc1NC(=O)c1cc(S(=O)(=O)N2CCOCC2)cn1C	-15.1%
CC(c1c(F)cccc1F)n1cnc2c1c(=O)n(C)c(=O)n2C (stereo not drawn)	24.0%
Cc1ccc(C(=O)NCCc2nnc3ccc(SCC(=O)Nc4cc(C)on4)nn23)cc1	?
Cn1c(=O)n(-c2ccc3c(c2)OCO3)c2nc(-c3ccc(Cl)cc3)nc(C(N)=O)c21	?

(continued)
SMILES	KDM5B inhibitor
O=C(CCNS(=O)(=O)c1ccccc1)N1CCN(c2ccccc2F)CC1	13.5%
COC1CCOC2(CCN(C(=O)COc3ccc(F)cc3)CC2)C1 (stereo not drawn)	5.3%
O=C(CCc1cc(Cl)no1)N(CCS(=O)(=O)N1CCOCC1)Cc1ccccn1	-5.7%
Cc1cc(C)c(/C=C/c2onc(C)c2S(=O)(=O)N2CCC(C(=O)Nc3ccc(Cl)c(C(F)(F)F)c3)CC2)c(C)c1	-29.2%
COc1ccc(N(C(C)C(=O)N(Cc2ccccc2)Cc2ccccc2)S(C)(=O)=O)cc1 (stereo not drawn)	4.7%
CSc1nn(Cc2ccc(Cl)cc2)c(N(C(C)=O)C(C)=O)c1S(=O)(=O)c1ccccc1	-22.5%
COc1ccc(NC(=O)Cn2cnc3sc(C)c(S(=O)(=O)N4CCN(c5ccccc5OC)CC4)c3c2=O)cc1OC	-9.5%
Cc1cccc(OCCCC(=O)Nc2ccc(S(=O)(=O)Nc3ncccn3)cc2)c1C	-1.7%
NC(=O)C1(C(=O)N2CCc3ncnc(N4CC=CC4)c3CC2)CC1	6.8%
O=C(CSc1ncc2c(n1)-c1ccccc1N(Cc1ccc(Cl)cc1)S2(=O)=O)c1ccccc1	-25.7%
CN(C)CCNC(=O)C(=O)Nc1cccc2[nH]ccc12	7.4%
CC(=O)c1cccc(NC(=O)Cn2c(-c3ccc(Cl)cc3)nc(C)cc2=O)c1	12.3%
CC1CCC2CCCCC2N1C(=O)c1cc([N+](=O)[O-])cc([N+](=O)[O-])c1 (stereo not drawn)	15.2%
COc1ccccc1N1CCN(C(C(=O)O)c2c[nH]c3cc(OCc4ccccc4)ccc23)CC1 (stereo not drawn)	2.1%
O=C(c1nnc(CN2CCC(F)(F)CC2)n1-c1cccnc1)N1CCC[C@@H]1C(c1ccccc1)c1ccccc1	-15.1%
O=C(Nc1ccc(Cl)c2ncccc12)c1cnc2c(c1)c(=O)[nH]c(=O)n2C1CC1	?
COc1ccc(C(=O)NC2CCN(c3cnn(C)c(=O)c3)CC2)cc1F	23.8%
COC(=O)[C@H](Cc1ccc(OC)cc1)NC(=O)[C@@H]1CNCCN1S(C)(=O)=O	18.7%[86.2 µM]
Cc1ccc([S+](=O)([O-])N2CCC3(C2)C(=O)N(CCc2ccccc2)c2ccccc23)cc1 (stereo not drawn)	1.4%&3.6%
CCS(=O)(=O)c1ncc(Cl)c(C(=O)N(Cc2ccccc2)C2CCS(=O)(=O)C2)n1 (stereo not drawn)	-19.1%
Cn1c(=O)[nH]c2cc(-c3noc(-c4ccc(C#N)cc4)n3)ccc21	11.2%
O=C1CCN(C(=O)C2CCN(C(=O)C3COc4ccccc4O3)CC2)CCCCCCN1 (stereo not drawn)	-9.4%
COc1ccccc1CNc1ncnc2onc(-c3ccc(Cl)cc3)c12	-2.3%
COc1cccc(-c2nc(CS(=O)CC(=O)N3CCN(c4cccc(C(F)(F)F)c4)CC3)c(C)o2)c1 (stereo not drawn)	?
CN(CC1(C)CCOCC1)C(=O)c1ccccc1Cl	20.6%

(list continues)
SMILES	KDM5B inhibitor
Cc1ccc2nc(/C(C#N)=C\c3ccccc3OCc3ccccc3Cl)[nH]c2c1	6.6%
COc1cc(NC(=O)CCCOc2cc(=O)n(C)c3ccccc23)cc(OC)c1OC	-28.2%
O=C(NNC(=O)C1CC=CCC1)c1cccc(Br)c1 (stereo not drawn)	13.1%
CC(C)COc1cc(=O)n2c(c1C(=O)NC1CCCCC1)CCCCC2	9.1%
O=C(O)/C=C/c1cc(Cl)ccc1OC(F)F	-1.4%
CN1CCN(C(=O)N2CCCC(CNS(=O)(=O)c3cccs3)C2)CC1 (stereo not drawn)	9.7%
CCCCCOc1ccc(S(=O)(=O)c2ccc(OCCCCC)cc2)cc1	-4.9%
CCOc1ccc(NC(=O)C(=O)c2c(C)n(C)c3ccccc23)cc1	1.6%
CCOc1ccc(/C=C/c2nc(C#N)c(N(C)C)o2)cc1	-47.3%
Cn1ccnc1CN1CCCC(c2ccc(C(=O)O)cc2)C1 (stereo not drawn)	-13.4%
OC[C@@H]1O[C@H](CNC2CCOCC2)[C@H](N2CCN(c3ccc(F)cc3)CC2)[C@@H]1O	-5.2%
O=C(Cc1ccc(Cl)cc1)Nc1ccc2oc(-c3ccc(F)cc3)nc2c1	?
O=C(Nc1ccc(F)cc1)C1CC(=O)N(Cc2ccccn2)c2nc3ccccc3n21 (stereo not drawn)	-3.9%

The list is partial; rates above refer to the full screens.
